# FLuc modulator = firefly luciferase modulation, counter-screen for miR-21 project; purified FLuc, Km substrates, luminescence inhibition; Potency, µM (titrated, usually from 57.5 µM), without a hit: at the top dose activity change, negative = inhibition, hits mostly inhibitors; 360,000 tested, 6.9% active; AID 588342;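 note: plate controls were vehicle for no effect and reference inhibitor for full effect; nearly all actives have a fitted effect of over 55% in size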
# Target sequence (P08659 whole entry, looked up): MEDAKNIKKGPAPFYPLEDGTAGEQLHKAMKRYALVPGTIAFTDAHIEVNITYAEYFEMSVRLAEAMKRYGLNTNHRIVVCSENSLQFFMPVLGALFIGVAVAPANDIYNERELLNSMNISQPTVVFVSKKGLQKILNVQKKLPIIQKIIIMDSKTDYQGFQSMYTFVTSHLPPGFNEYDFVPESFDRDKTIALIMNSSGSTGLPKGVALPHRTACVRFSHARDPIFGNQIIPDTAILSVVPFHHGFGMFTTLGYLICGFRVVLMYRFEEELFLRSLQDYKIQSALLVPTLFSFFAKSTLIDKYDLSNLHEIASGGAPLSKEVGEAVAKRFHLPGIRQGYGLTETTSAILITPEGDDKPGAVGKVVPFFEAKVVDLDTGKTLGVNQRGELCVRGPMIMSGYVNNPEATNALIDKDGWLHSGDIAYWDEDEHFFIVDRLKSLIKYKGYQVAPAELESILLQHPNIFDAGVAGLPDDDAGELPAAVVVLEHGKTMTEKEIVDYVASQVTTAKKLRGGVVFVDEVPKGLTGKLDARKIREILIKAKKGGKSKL
#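 Biochemical qHTS of compounds, final roughly 60 µM downward over six points, against 10 nM purified firefly luciferase using Km concentrations of substrates (10 uM D-luciferin, 10 uM ATP) in Tris acetate pH 7.5 buffer; luminescence output.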
# RORgamma inh = blocks mouse ROR gamma transcriptional activity; AID 2551; Potency, µM (top dose mostly 53.6 µM), inactives show top-dose activity change, negative = inhibition, hits mostly inhibitors; P51450; 310,000 tested, 5.4% active; Drosophila S2 Gal4-RORgamma UAS-luciferase reporter, 20 h; note: % is set by controls: 0 for no effect and ±100 for the full control effect; nearly all actives have a fitted effect of over 60% in size
#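 Schneider cells (Drosophila), stable Gal4 DBD–ROR gamma + UAS-luc; 1 hr cmpd preincubation; Cu2+ induction 700 uM final; 20 hr ambient; luminescence.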
# p53 reactivator = re-activators of mutant p53; AID 504706; Potency, µM (doses to about 92.2 µM), without a hit: at the top dose activity change, positive = activation, actives largely listed as activators; H1299 p53-A138V BP100-luciferase reporter, luminescence, 24 h; 320,000 tested, 0.063% active; note: % of control where 0% means no effect; nearly all actives have a fitted effect of over 45% in size
#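 p53-null H1299 cells stably carrying temperature-sensitive p53-A138V and a BP100-luciferase reporter were pinned with compounds (4-point, 1:5 series) and held 24 hrs at 37 deg C. Luminescence was read 10 min after detection reagent.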
# uPA surface inh = inhibitors of cell surface uPA generation. cell surface uPA generation assay, qHTS. Potency, µM (doses to about 38.3 µM), inactives show at the highest dose activity change, negative = inhibition, actives largely listed as inhibitors. 330,000 tested, 0.31% active. AID 540303; active = well fitted inhibition curve with a large enough effect; inconclusive = small, poorly fitted or top-dose-only effect; inactive = no such curve, though single readings can be large or run the other way; tested in mouse RAW 264.7 cells; note: % is set by controls: 0 for no effect and ±100 for the full control effect; nearly all actives have a fitted effect of over 55% in size
# Rab9 prom act = Rab9 promoter activation; Huh7 Rab9 promoter-luciferase reporter, luminescence, 24 h; Potency, µM (highest dose often 9.22 µM), for the others: at the highest dose activation, negative = inhibition, usual class: activators; 320,000 tested, 2.8% active; note: % of control where 0% means no effect; nearly all actives have a fitted effect of over 60% in size
#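 Using Huh7 cells stably transfected with Rab9 promoter–luciferase, compounds were incubated 24 h at 37 °C, 5% CO2; luciferase luminescence was read 10 min after reagent addition.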
# MBNL1 CUG block = inhibitors of human MBNL1 binding to CUG repeat RNA. TR-FRET MBNL1-His/biotin-(CUG)12 binding, 665/545 ratio. Q9NR56. Potency, µM (series often up to 57.5 µM), for inactives: at the highest dose activity change, negative = inhibition, actives largely listed as inhibitors. 280,000 tested, 0.036% active; active = well fitted inhibition curve with a large enough effect in the signal ratio, with a control signal flat, not every such curve was filed as active; inconclusive = small, poorly fitted or top-dose-only effect, or effect the other way, or a change in a side signal; inactive = no such curve, though single readings can be large or run the other way; the % refers to the signal ratio; note: % is set by controls: 0 for no effect and ±100 for the full control effect
# Target sequence (Q9NR56 whole entry, looked up): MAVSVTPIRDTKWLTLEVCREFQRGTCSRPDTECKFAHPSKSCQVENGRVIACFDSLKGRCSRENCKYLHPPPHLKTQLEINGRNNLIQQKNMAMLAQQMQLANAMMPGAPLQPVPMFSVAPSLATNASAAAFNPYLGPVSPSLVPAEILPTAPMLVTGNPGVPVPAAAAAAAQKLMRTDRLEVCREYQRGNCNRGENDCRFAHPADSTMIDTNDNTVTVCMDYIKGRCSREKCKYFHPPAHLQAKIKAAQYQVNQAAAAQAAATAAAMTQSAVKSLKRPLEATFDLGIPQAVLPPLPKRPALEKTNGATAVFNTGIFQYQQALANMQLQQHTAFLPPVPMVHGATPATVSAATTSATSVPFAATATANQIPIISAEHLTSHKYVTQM
#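 Inhibition of protein-RNA binding appears as loss of TR-FRET between terbium anti-His antibody on MBNL1-His and streptavidin-XL665 on biotin-(CUG)12. Activity is normalized to buffer-only and uninhibited-complex controls.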
# BRCA1 expr up = BRCA1 expression activation; MCF7-BRCA1-FFLuc reporter, luminescence, 48 h; response scale: scaled: vehicle 0%, 10 µM genistein 100%; Potency, µM (top dose mostly 46.1 µM), for the others: at the highest dose activation, most hits filed as activators; 380,000 tested, 1.1% active; note: nearly all actives have a fitted effect of over 80% in size; some results filed as inactive show a strong effect at the top dose
#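 Cells: MCF7-BRCA1-FFLuc, 2000/well. Exposure: 48 h, 37 °C, 5% CO2. Read: luminescence, 15 min post-substrate. Controls: genistein 10 microM (maximal activation), DMSO (neutral).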
# ELG1 genotox = genotoxicity induction in ELG1-luciferase HEK293T cells; HEK293T ELG1-luciferase reporter, luminescence, 16 h; Potency, µM (doses to about 46 µM), without a hit: top-dose activity change, positive = activation, usual class: activators; 330,000 tested, 1.3% active; AID 504466; note: % of control where 0% means no effect; nearly all actives have a fitted effect of over 60% in size
#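 ELG1-luciferase HEK293T cells, 2,000/well; compound pinned in; 16 hr, 37 °C, 5% CO2; ONE-Glo, 30 min RT; luminescence on CCD imager.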
# VP16 counter = Gal4-VP16 reporter inhibition counter-screen | Drosophila S2 Gal4-VP16 UAS-luciferase, luminescence, 20 h | Potency, µM (highest dose often 53.6 µM), without a hit: top-dose activity, negative = inhibition, most hits filed as inhibitors | 310,000 tested, 3.5% active | AID 2546;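 note: Gal4-VP16 expression switched on by copper sulfate through the metallothionein promoter; % is set by controls: 0 for no effect and ±100 for the full control effect; nearly all actives have a fitted effect of over 50% in size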
# NPC1 promoter act = activates the NPC1 promoter; Huh7 NPC1 promoter luciferase reporter, 24 h; Potency, µM (highest dose often 9.22 µM), for inactives: top-dose activation, most hits filed as activators; 320,000 tested, 2.4% active; AID 485313;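 note: % of control where 0% means no effect; nearly all actives have a fitted effect of over 60% in size; reporter is driven by a mutant NPC1 promoter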
#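 Stably transfected Huh7 (NPC1 promoter→luciferase), 1500 cells/well in Opti-MEM + 10% FBS, 2 h settle, then compound 24 h at 37 °C. Luminescence after 10 min with Amplite reagent.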
# * = called active by the depositor; ? = inconclusive; / = not tested or not shown; & = joins results of further samples; [ ] = another dose, or the depositor's remark. Unless noted, calls come from the whole dose curve; as a rule, active = well fitted curve in the direction sought with a large enough effect; inconclusive = small, poorly fitted or top-dose-only effect, or another doubt; inactive = no such curve, though single readings can be large; an effect the other way counts as inactive or inconclusive. Potency is the fitted concentration of half-maximal effect.
SMILES,FLuc modulator,RORgamma inh,p53 reactivator,uPA surface inh,Rab9 prom act,MBNL1 CUG block,BRCA1 expr up,ELG1 genotox,VP16 counter,NPC1 promoter act
COc1ccc(CCC(=O)NC(C)c2ccccc2)cc1OC (stereo not given),-1%,-20%,3%,7%,0%,5%,-14%,2%,-9%,1%
COc1ccc(Cl)cc1NC(=O)CSc1nc(-c2ccccc2)cc(=O)[nH]1,-5%,24%,/,13%,5%,2%,-31%,0%,-6%,2%
Cc1cccc(C(CC(=O)O)NC(=O)C(F)(F)F)c1 (stereo not given),-3%,3%,10%,0%,-5%,-10%,-4%,0%,-4%,0%
COc1ccc(S(=O)(=O)CCc2nc3ccccc3s2)cc1,1%,6%,-9%,1%,-11%,-5%,-13%,-7%,2%,2%
O=C(CCl)Oc1ccc2occ(C(=O)c3cccs3)c2c1,24µM*,32%,?,0%,?,2%,?,12µM*,-17%,28%
COc1ccc(CNC(=O)/C(C#N)=C/c2cccc(OC)c2OC)cc1,-13%,-22%,-16%,-10%,-9%,-7%,-63%,?,-3%,0%
COc1ccc(N2C(=O)/C(=C/c3cccs3)NC2=S)cc1,?,10µM*,12%,5%,0%,?,20%,4%,?,0%
CCOC(=O)C1=C(C)NC(C)=C(C(=O)OCC)C1C(=O)OC1CCOC1=O (stereo not given),1%,1%,7%,5%&0%,-3%,16%,13%&0%,1%,-9%,-3%
CCOc1ccc(C(=O)CCC(=O)Nc2cc(C)ccn2)cc1,?,/,19%,5%,2%,/,10%,9%,/,0%
COc1ccc(Cc2noc(CN3CCN(C4CCc5ccccc5C4)CC3)n2)cc1OC (stereo not given),-2%,-5%,-4%,-5%,1%,-7%,-42%,-2%,-29%,-2%
Cc1ccc(Cl)cc1NC(=O)CN1CCN(C(=O)C2CCCO2)CC1 (stereo not given),-1%,-6%,6%,1%,15%,-1%,-8%,5%,-1%,-2%
CC(C)C[C@H](NC(=O)c1nc[nH]c1C(=O)N1CCN(c2ccccc2)CC1)C(=O)OC(C)(C)C,0%,13µM*,7%,11%,-6%,-5%,-14%,-1%,?,-2%
CCNC(=O)NC(=O)CSc1nc2ccccc2n1CC(C)C,0%,25%,0%,6%,-1%,-5%,-15%,0%,-4%,-1%
O=[N+]([O-])c1ccc(S(=O)(=O)NCC(c2cccnc2)N2CCc3ccccc3C2)cc1 (stereo not given),10%,/,6%,-1%,0%,/,-8%,0%,/,-3%
CCC(=O)NC(=S)Nc1cccc(Cl)c1N1CCCC1,0%,1.1µM*,-1%,-12%,-2%,-9%,-4%,-7%,?,-9%
S=C(Nc1ccc(Oc2ccccc2)cc1)N1CCOCC1,-9%,-22%,9%,7%,3%,4%,36%,2%,-2%,3%
CCOC(=O)C(=CNc1ccc(NC2=NCC(C)S2)cc1)C(=O)OCC (stereo not given),-5%,0%,-4%,-3%,-5%,-3%,-6%,-11%,-2%,-1%
CCOCCn1c(C(C)C)nc2ccccc21,-2%,-33%,5%,-1%,4%,-2%,5%,-2%,8%,-1%
O=C(Nc1ccccc1)Nc1ccc(Cl)c([N+](=O)[O-])c1,19µM*,?,28%,-5%,12%,?,-15%,-11%,?,13%
CNC(=O)C1CC(=O)N(CCc2ccc(OC)c(OC)c2)C(=Nc2ccc(F)cc2)S1 (stereo not given),-2%,-29%,3%,-4%,-3%,0%,0%,-5%,3%,1%
COc1ccc(-n2c(SCC(=O)Nc3ccc(NC(C)=O)cc3)nc3ccccc3c2=O)cc1,1%,4%,2%,-5%,-10%,18%,-39%,0%,-3%,-3%
COc1cc(CN2CCNC(=O)C2CC(=O)N2CCc3ccccc3C2)cc(OC)c1 (stereo not given),-1%,-8%,0%,-18%,-7%,-1%,3%,0%,4%,1%
CCN1C(=O)C(CC(=O)NCCc2ccccc2)N(NC(=O)c2cccnc2)C1=S (stereo not given),-4%,-12%,4%,-4%,1%,1%,4%,-3%,-12%,0%
O=C(NC(=O)C(F)(F)F)Nc1ccc(S(=O)(=O)Nc2nccs2)cc1,3%,12%[1.91 µM],/,6%,10%,-3%,0%,0%,-5%,0%

# Part of the list above in order of molar mass, rising.
SMILES,FLuc modulator,RORgamma inh,p53 reactivator,uPA surface inh,Rab9 prom act,MBNL1 CUG block,BRCA1 expr up,ELG1 genotox,VP16 counter,NPC1 promoter act
O=C(Nc1ccccc1)Nc1ccc(Cl)c([N+](=O)[O-])c1,19µM*,?,28%,-5%,12%,?,-15%,-11%,?,13%
CCNC(=O)NC(=O)CSc1nc2ccccc2n1CC(C)C,0%,25%,0%,6%,-1%,-5%,-15%,0%,-4%,-1%
CCOC(=O)C(=CNc1ccc(NC2=NCC(C)S2)cc1)C(=O)OCC (stereo not given),-5%,0%,-4%,-3%,-5%,-3%,-6%,-11%,-2%,-1%
CCN1C(=O)C(CC(=O)NCCc2ccccc2)N(NC(=O)c2cccnc2)C1=S (stereo not given),-4%,-12%,4%,-4%,1%,1%,4%,-3%,-12%,0%
CNC(=O)C1CC(=O)N(CCc2ccc(OC)c(OC)c2)C(=Nc2ccc(F)cc2)S1 (stereo not given),-2%,-29%,3%,-4%,-3%,0%,0%,-5%,3%,1%
COc1ccc(Cc2noc(CN3CCN(C4CCc5ccccc5C4)CC3)n2)cc1OC (stereo not given),-2%,-5%,-4%,-5%,1%,-7%,-42%,-2%,-29%,-2%

# Later entries:
SMILES,FLuc modulator,RORgamma inh,p53 reactivator,uPA surface inh,Rab9 prom act,MBNL1 CUG block,BRCA1 expr up,ELG1 genotox,VP16 counter,NPC1 promoter act
O=C(NCCCn1ccnc1)/C(=C/c1ccc(Cl)cc1)NC(=O)c1ccccc1,1%,-18%,6%,0%,1%,2%,0%,-4%,-6%,-3%
CCC(=O)N1CCc2cc(S(=O)(=O)CCC(=O)N(C)c3ccc(OC)cc3)ccc21,1%&-3%,7%,12%,4%,-1%,2%,0%&6%,3%,16%,0%
O=C(N/N=C/c1cc([N+](=O)[O-])ccc1O)c1cccc2cc[nH]c12,-3%,1.4µM*,22%,4.5µM*,-25%,/,-64%,15%,3.5µM*,-31%[inhibitor]
CN1CCC(OC(=O)COc2ccc(C(C)(C)C)cc2)CC1,3%,29%,2%,/,2%,-6%,2%,3%,5%,-6%
CCN(CC)c1ccc(NC(=O)c2cc(OC)cc(OC)c2)c(C)c1,?,10%,-4%,-14%,-20%,4%,-72%,20%,3%,-25%
Cc1cccc(C(=O)NC2CC3CCCC(C2)N3S(=O)(=O)c2ccccc2)c1 (stereo not given),4%,-1%,3%,-10%,2%,13%,-41%,-25%,2%,2%
C/C(=N\NC(=O)CSCc1ccc(Cl)cc1)c1ccc2c(c1)OCCO2,-1%,?,-3%,0%,-1%,5%,0%,-6%,?,0%
C=CCn1c(SCC(=O)N(CC)C2CCS(=O)(=O)C2)nc2ccccc2c1=O (stereo not given),3%,-6%,-3%,17%,-2%,-4%,-12%,1%,6%,2%
COc1ccc(C2c3c(ncn(CCN4CCOCC4)c3=N)Oc3ccc4ccccc4c32)cc1 (stereo not given),5%,-24%,-3%,-3%,-2%,-3%,-35%,8%,-2%,0%
O=C(O)c1[nH]c2ccccc2c1C(c1ccccc1)c1c(C(=O)O)[nH]c2ccccc12,1%,-20%,/,-4%,-5%,-20%,0%,0%,-11%,-4%
Fc1ccc(Cn2nnc(-c3ccc(Cl)cc3)n2)cc1,?,8%,21%,-15%,17%,1%,101%,15%,-2%,17%
CC(=O)c1ccc(NC(=O)C(C)O/N=C(\N)c2ccccc2)cc1 (stereo not given),/,/,8%,-1%,/,/,-13%,-3%,/,/
FC(F)(F)c1ccc2c(c1)nc1n2CCCC1,?,-33%,3%,-8%,17%,-12%,51%,0%,-9%,11%
O=C(c1ccc2snnc2c1)N1CCN(c2ccccn2)CC1,-2%,22%,-4%,-10%,0%,20%,-2%,0%,4%,-2%
Cc1ccc(OCc2nnc(SCC(=O)c3cccs3)n2-c2ccccc2)cc1C,0%,-11%,5%,0%,-4%,-7%,-36%,-15%,-6%,-3%
Cc1ccc(CC(=O)N2CC(C)OC(C)C2)cc1 (stereo not given),7%,10%,4%,3%,-6%,-13%,0%,1%,-8%,1%
O=C(NNC(=O)c1ccc(Br)s1)c1cccc(S(=O)(=O)N2CCCC2)c1,?,/,-5%,-8%,12%,/,-7%,-1%,/,-1%
Cc1ccc(S(=O)(=O)N(C)C)cc1NC(=O)c1ccncc1,0%,-13%,-2%,-3%,?,2%,-3%,-3%,-9%,1%
COc1cccc(N2CCN(C(=O)c3ccc(CS(=O)c4ccc(Cl)cc4)o3)CC2)c1 (stereo not given),0%,-7%,-4%,?,-24%,2%,-24%,-2%,1%,-20%

# A second format for part of the listing above:
# The line under a structure holds: FLuc modulator | RORgamma inh | p53 reactivator | uPA surface inh | Rab9 prom act | MBNL1 CUG block | BRCA1 expr up | ELG1 genotox | VP16 counter | NPC1 promoter act
O=C(c1ccc2snnc2c1)N1CCN(c2ccccn2)CC1
    -2% | 22% | -4% | -10% | 0% | 20% | -2% | 0% | 4% | -2%
Cc1ccc(OCc2nnc(SCC(=O)c3cccs3)n2-c2ccccc2)cc1C
    0% | -11% | 5% | 0% | -4% | -7% | -36% | -15% | -6% | -3%
